# NCI-60 one-dose screen, 48 h, at 10 µM unless noted. Numbers give growth in % (100 = growth as untreated, 0 = no growth, -100 = all killed).
# MOLT-4: MOLT-4 leukemia cells. 80,000 compounds, 6.9% hits. AID 1794779
# MDA-MB-468: MDA-MB-468 breast cancer; 78,000 compounds, 8.5% hits; AID 2202374
# MCF7: MCF7 breast cancer | 82,000 compounds, 6.3% hits
# MDA-MB-231: MDA-MB-231 breast cancer; 81,000 compounds, 5% hits
# MDA-MB-435: MDA-MB-435 melanoma. 82,000 compounds, 7.8% hits
# RPMI-8226: RPMI-8226 leukemia cells; 77,000 compounds, 7.5% hits
# K-562: K-562 leukemia; 78,000 compounds, 7.4% hits; AID 1794777
# SR: SR leukemia cells | AID 1794780 | 73,000 compounds, 8.7% hits
# An asterisk follows results filed as active; / = no result given; & = joins results of further samples; [ ] = dose if it differs, or a comment. How the source made its calls: active means growth percent below 10; inactive means the rest.
SMILES,MOLT-4,MDA-MB-468,MCF7,MDA-MB-231,MDA-MB-435,RPMI-8226,K-562,SR
c1n[nH]cc1-c1nc2ccc3cn[nH]c3c2c2c1CCCC2,93,78,79,58,95,85,101,74
COc1cc(C)cc(C(O)Cc2cccc(-c3ccc(N(C)C)nc3)n2)c1 (stereo not given),100,90,99,95,98,98,103,102
COc1ccccc1Cn1cc(C#N)c(N)c1C(=O)c1ccc(C)cc1,94,84,104,98,101,103,91,123
C=C1[C@@H](C)[C@H]2[C@H](Cc3ccccc3)NC(=O)[C@]23OC(=O)/C=C/[C@H](OC(C)=O)CCC[C@@H](C)C/C=C/[C@H]3[C@@H]1OC(C)=O,71,67,82,75,89,56,63,72
N[C@H](C(=O)O)[C@@H]1CC(Cl)=NO1,24[20 µM],29[20 µM],12[20 µM],43[20 µM],30[20 µM],29[20 µM],20[20 µM],21[20 µM]
CCCCCOC(=O)N1CCCCC1C (stereo not given),77,103,100,99,113,105,102,/
CCCOc1ccc(/C=N/Nc2cc(C)nc3ccc(Cl)cc23)cc1,-42*,8.8*,-20*,60,-40*,-20*,-37*,-35*
CCOP(=O)(NCC(=O)Nc1nc(-c2cccc(NS(=O)(=O)c3cccc4c(N(C)C)cccc34)c2)cs1)OCC,/,48,56,72,83,41,/,/
CCOC(=O)C1=C(C)n2nc(CC#N)c(C#N)c2NC1c1ccc([N+](=O)[O-])cc1 (stereo not given),104,100,83,102,98,/,/,122
O=C(Cc1ccccc1Nc1c(Cl)cccc1Cl)N/N=C/c1sc(=S)n(-c2cccc(C(F)(F)F)c2)c1O,82,97,87,102,104,90,77,65
O=C(/C=C/C12c3ccccc3C(c3ccccc31)C1C(=O)NC(=O)C12)c1ccccn1 (stereo not given),-2.1*,-13*,10,16,-24*,-28*,8.8*,-8.3*
COc1cc2ncnc(Nc3ccc(OCc4cccc(F)c4)c(Cl)c3)c2cc1NC(=O)C1CCCC1,84,-2.5*,84,85,89,90,91,91
Clc1ccc2c(c1)N(CCCN1CCCC1)c1ccccc1S2,24,16,6.3*,/,-36*,/,0.5*,-30*
Fc1ccc(-c2nc(CSc3nc4ccccc4s3)no2)cc1,106,106,89,98,110,106,101,127
CC(=O)Nc1c(C)cc(O)cc1C,101,100,87,119,102,108,97,104
c1ccc2c(-c3nc(N4CCOCC4)c4c5c(sc4n3)CCCCCC5)cccc2c1,97,95,92,97,111,112,115,95
CC1C=NNC1=O (stereo not given),99,111,103,112,100,95,85,/
CC(=O)CC(=O)Nc1cccnc1,97,95,98,115,94,102,93,87
CCCCCCOC(=O)N1CCCCC1CCCC (stereo not given),92,101,100,112,99,104,94,97
C=CCCCCCCCCC(=O)NS(=O)(=O)c1ccccc1,113,102,94,111,101,109,115,113
c1ccc(OC2CCCCC2N2CCOCC2)cc1 (stereo not given),106,108,94,104,113,102,103,102
COc1cc2cc(Sc3ccc(NC(=O)c4cccc(C(F)(F)F)c4)cc3)c(C)nc2cc1OC,82,103,104,107,106,102,86,88
O=C1/C(=C/c2ccccc2O)COc2ccc(-c3ccccc3)cc21,78,129,91,106,109,79,101,/
COC(=O)/C(=C\c1c(C)[nH]c2ccccc12)S(=O)(=O)c1ccccc1,16,23,6.7*,90,14,-46*,14,27
CC(C)=CCC[C@](C)(O)[C@H]1CC[C@]2(C)[C@@H]1CC[C@@H]1[C@@]3(C)C/C(=C/c4ccccn4)C(=O)C(C)(C)[C@@H]3CC[C@]12C,56,54,49,79,78,42,58,53
O=C(Cn1c(-c2ccccc2)nc2cc(Cl)c(Cl)cc21)N=Nc1c(O)[nH]c2ccc(Cl)cc12,72,62,72,85,83,59,63,68
N#Cc1c(-c2ccccc2Cl)c(C#N)c(=O)n(-c2cccc(C(F)(F)F)c2)c1N,97,107,99,97,103,90,89,100
CC[C@H](Nc1ncnc2nc[nH]c12)c1nc2cccc(C(=O)Nc3ncc(C(=O)NO)cn3)c2c(=O)n1-c1ccccc1,100,99,93,113,106,93,107,90
CCOC(=O)C(C)(C)C(=O)OCC,93,100,96,97,107,103,95,90
O=C1/C(=C/c2cc(Cl)cc(Cl)c2)Cc2cc(Cl)cc(Cl)c21,86,88,82,100,99,101,83,86

# Some of the entries above in another layout:
mol: COC(=O)/C(=C\c1c(C)[nH]c2ccccc12)S(=O)(=O)c1ccccc1
  MOLT-4: 16
  MDA-MB-468: 23
  MCF7: 6.7*
  MDA-MB-231: 90
  MDA-MB-435: 14
  RPMI-8226: -46*
  K-562: 14
  SR: 27

mol: COc1cc2cc(Sc3ccc(NC(=O)c4cccc(C(F)(F)F)c4)cc3)c(C)nc2cc1OC
  MOLT-4: 82
  MDA-MB-468: 103
  MCF7: 104
  MDA-MB-231: 107
  MDA-MB-435: 106
  RPMI-8226: 102
  K-562: 86
  SR: 88

mol: O=C1/C(=C/c2cc(Cl)cc(Cl)c2)Cc2cc(Cl)cc(Cl)c21
  MOLT-4: 86
  MDA-MB-468: 88
  MCF7: 82
  MDA-MB-231: 100
  MDA-MB-435: 99
  RPMI-8226: 101
  K-562: 83
  SR: 86

mol: O=C(Cn1c(-c2ccccc2)nc2cc(Cl)c(Cl)cc21)N=Nc1c(O)[nH]c2ccc(Cl)cc12
  MOLT-4: 72
  MDA-MB-468: 62
  MCF7: 72
  MDA-MB-231: 85
  MDA-MB-435: 83
  RPMI-8226: 59
  K-562: 63
  SR: 68

# 2 compounds drawn at random from those above:
SMILES,MOLT-4,MDA-MB-468,MCF7,MDA-MB-231,MDA-MB-435,RPMI-8226,K-562,SR
O=C(Cn1c(-c2ccccc2)nc2cc(Cl)c(Cl)cc21)N=Nc1c(O)[nH]c2ccc(Cl)cc12,72,62,72,85,83,59,63,68
COC(=O)/C(=C\c1c(C)[nH]c2ccccc12)S(=O)(=O)c1ccccc1,16,23,6.7*,90,14,-46*,14,27

# Other compounds:
SMILES,MOLT-4,MDA-MB-468,MCF7,MDA-MB-231,MDA-MB-435,RPMI-8226,K-562,SR
Cc1cc2c(-c3cn[nH]n3)c(O)c(O)cc2c(O)c1-c1c(C)cc2c(-c3cn[nH]n3)c(O)c(O)cc2c1O,105,84,104,106,106,114,103,101
CN(C)CC/C=C1\c2ccccc2Sc2ccc(Cl)cc21,45,8.9*,62,69,36,72,16,62
O=C1CC(c2nc3ccccc3o2)CN1c1ccc(Cl)cc1 (stereo not given),81,100,101,108,102,101,101,83
C=CCc1c(N(C)c2ccccc2)ncnc1-n1c(C)nc2ccccc21,92,87,93,/,102,/,81,92
NC(=Nc1cccc2ccccc12)SCCSC(N)=Nc1cccc2ccccc12,112,102,84,90,107,98,110,117
CCOC(=O)/C=C1\S/C(=N\Nc2cc(=O)[nH]c3ccc(Br)cc23)N(Cc2ccccc2)C1=O,87,90,66,95,99,46,72,55
O=C1N(Cc2cc(F)cc(C(F)(F)F)c2)c2ccccc2S(=O)(=O)N1c1cccnc1Cl,100,110,103,90,104,85,101,100
c1coc(CNc2nc3ccccc3n2CCN2CCCCC2)c1,95,94,95,106,104,97,93,85
CC1(C)CC[C@]2(C(=O)N[C@@H](Cc3ccccc3)C(=O)O)CC[C@]3(C)C(=CC[C@@H]4[C@@]5(C)C/C(=C/c6ccco6)C(=O)C(C)(C)[C@@H]5CC[C@]43C)[C@@H]2C1,53,78,54,88,54,53,41,55
COC(=O)C1(C)CCCC2(C)C3CCC(C(C)C)C(CO)C3C(CO)CC12 (stereo not given),88,79,107,84,98,81,90,66
CC(=Nc1ccc2c(c1)C(=O)c1ccc(N=C(C)N(C)C)cc1C2=O)N(C)C,106,98,102,102,97,105,121,98
O=C(Sc1ccc2ccccc2c1CN1CCCCC1)c1ccc([N+](=O)[O-])cc1,48,101,88,60,90,/,72,48
CC(=O)NC(=O)C(OC(C)=O)C(OC(C)=O)C(OC(C)=O)C(OC(C)=O)C(OC(C)=O)C(COC(C)=O)OC(C)=O (stereo not given),111,97,95,/,96,105,120,107
c1ccc(Oc2nc(Oc3ccccc3)c3ccccc3n2)cc1,92,114,99,91,105,103,87,93
Cn1ccnc1C(=O)/C=C/c1ccc(CCC(=O)Nc2ccc(F)cc2)cc1,66,99,68,82,85,39,15,18
Cc1cc(OCc2cccc(-c3ccc4c(c3)OCCO4)c2C)cc(OCc2cccc(C#N)c2)c1CN[C@H](CO)C(=O)O,101,88,89,97,96,108,98,111
O=C1c2ccccc2-c2ccccc2NC1O (stereo not given),96,117,100,115,108,107,104,101
CC/C(=C(\c1ccc(OCCN2CCCCC2)cc1)c1ccc(OC(=O)Cc2ccccc2)cc1)c1ccc(OC)cc1,84,94,39,103,102,93,81,75
COc1ccccc1/C=N\NC(=O)C[N+](C)(C)C,/,112,112,106,105,101,/,/
O=CNc1ccc2c(c1)Cc1cccc(NC=O)c1-2,75,14,86,84,100,103,104,108

# An excerpt from above in order of molecular weight, descending.
SMILES,MOLT-4,MDA-MB-468,MCF7,MDA-MB-231,MDA-MB-435,RPMI-8226,K-562,SR
CC(=Nc1ccc2c(c1)C(=O)c1ccc(N=C(C)N(C)C)cc1C2=O)N(C)C,106,98,102,102,97,105,121,98
c1ccc(Oc2nc(Oc3ccccc3)c3ccccc3n2)cc1,92,114,99,91,105,103,87,93
COc1ccccc1/C=N\NC(=O)C[N+](C)(C)C,/,112,112,106,105,101,/,/

# (list continues)
SMILES,MOLT-4,MDA-MB-468,MCF7,MDA-MB-231,MDA-MB-435,RPMI-8226,K-562,SR
COc1ccc(C/C(C)=C(\c2ccc(OCCCN(C)C)cc2)c2ccc(OC(=O)C3CCCCC3)cc2)cc1,90,102,70,102,101,105,97,100
CN(C)c1ccc(C(=C2C=CC(=[N+](C)C)C=C2)c2ccccc2Cl)cc1,5.1*,-84*,-59*,-67*,-29*,-23*,7.6*,-38*
COc1ccc(N(c2nc(-c3ccc(Br)cc3)cs2)C(C)C)cc1,92,99,/,105,89,88,72,78
CC(C)(C)c1ccc(OC(=O)c2ccccc2)cc1,101,117,95,121,107,65,102,74
COc1ccc2sc(NCN3N=C(C)CC3=O)nc2c1,96,97,92,102,104,110,96,100
Cc1ccc2nc(C(F)(F)F)cc(NN)c2c1,85,99,101,98,109,97,92,/
CC(NC(=O)CN)C(=O)O (stereo not given),107&100,93&98,96&98,103,98,98&98,96&110,94
COc1cccc(-c2nc3cnccn3c2NCCN2CCOCC2)c1,97,95,95,94,101,91,86,/
COc1ccc(C(Nc2ccccc2)C(=O)c2ccccc2)cc1 (stereo not given),64,73,90,/,96,53,63,79
COc1ccc(C(=O)c2ccccc2C(=O)c2ccccc2)cc1,86,111,104,100,102,/,93,94

# Of the compounds above, these have bromine:
SMILES,MOLT-4,MDA-MB-468,MCF7,MDA-MB-231,MDA-MB-435,RPMI-8226,K-562,SR
CCOC(=O)/C=C1\S/C(=N\Nc2cc(=O)[nH]c3ccc(Br)cc23)N(Cc2ccccc2)C1=O,87,90,66,95,99,46,72,55
COc1ccc(N(c2nc(-c3ccc(Br)cc3)cs2)C(C)C)cc1,92,99,/,105,89,88,72,78

# More structures
SMILES,MOLT-4,MDA-MB-468,MCF7,MDA-MB-231,MDA-MB-435,RPMI-8226,K-562,SR
COc1cc(-c2c(-c3ccccc3)c[nH]c2C(=O)NCCCO)cc(OC)c1OC,104,99,107,105,104,104,104,94
Cc1cc2ccccc2c[n+]1CC[n+]1cc2ccccc2cc1C,93,94,102,102,102,104,101,100
CC(C)C1CCC(=O)CC1,112,105,94,95,109,110,110,101
CC(C)=CC/C=C(/C)[C@H]1CC[C@]2(C)[C@@H]1CC[C@@H]1[C@@]3(C)C/C(=C/c4ccccn4)C(=O)C(C)(C)[C@@H]3CC[C@]12C,51,34,48,60,57,34,28,/
O=C(O)CCCC1(C(=O)O)CCCC1,100,117,100,120,113,/,106,97
COC(=O)CNC(=O)[C@H](Cc1ccccc1)NCc1ccncc1,105,97,93,105,110,91,89,97
Cn1c(N2CCOCC2)nc(-c2ccccc2)c(C#N)c1=O,110,/,110,84,127,104,109,96
O=C1S/C(=C\c2ccc([N+](=O)[O-])cc2)C(=O)N1CCN1CCCCC1,101,99,94,102,102,106,98,111
Nc1ccc(Br)cn1,91,94,110,99,113,101,117,99
COc1cc2c3c(n(C4COC4)c(=O)c2cc1OC)-c1cc2c(cc1C3=O)OCO2,96,105,76,97,102,/,100,69
C[C@]12CC[C@@H]3c4ccc(O)cc4CC[C@H]3[C@@H]1CC[C@@H]2NS(=O)(=O)c1ccc(F)cc1,47,82,59,107,93,63,53,46
CC(=O)O[C@H]1CC[C@@]2(C)[C@@H](CC[C@@H]3[C@@H]2C(=O)C[C@]2(C)C(C(C)=O)=CC[C@@H]32)C1,97,110,86,106,101,109,91,84
CN(C)c1ccc(/C=C/C(=O)c2ccccc2O)cc1,86,93,82,100,98,74,91,82
